Source: PubChem (National Center for Advancing Translational Sciences (NCATS))
IL1B secr inh – qHTS for Inhibitors of Inflammasome Signaling: IL-1-beta AlphaLISA Primary Screen; THP-1 LPS/ATP IL-1B secretion, AlphaLISA, 16 h; stronger effect = lower value; activity change, % at 57.5 µM; hit rate 4.7% among 360,000; AID 743279, 2014; in the data active = activity change below about -50%; inconclusive = mostly about -30% to -49%; note: % is set by controls: 0 for no effect and ±100 for the full control effect
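Secreted IL-1B measured by AlphaLISA bead assay after 16 h compound exposure of THP-1 cells; compounds (final up to 57.5 uM) added 1 h before LPS (250 ng/mL) and ATP (1.25 mM) stimulation; lower signal means less secretion.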
GLP-1R agonist – qHTS of GLP-1 Receptor Agonists; Glucagon-like peptide 1 receptor (Homo sapiens), P43220; HEK293 GLP-1R CRE-luciferase, luminescence, 4-6 h; cells express a hypersensitive GLP-1R form; Potency, µM (series often up to 45.6 µM), for the others: at the highest dose activation, usual class: activators; hit rate 0.007% among 380,000; note: potency is the fitted concentration of half-maximal effect; % of control where 0% means no effect
Target sequence (P43220 whole entry, looked up): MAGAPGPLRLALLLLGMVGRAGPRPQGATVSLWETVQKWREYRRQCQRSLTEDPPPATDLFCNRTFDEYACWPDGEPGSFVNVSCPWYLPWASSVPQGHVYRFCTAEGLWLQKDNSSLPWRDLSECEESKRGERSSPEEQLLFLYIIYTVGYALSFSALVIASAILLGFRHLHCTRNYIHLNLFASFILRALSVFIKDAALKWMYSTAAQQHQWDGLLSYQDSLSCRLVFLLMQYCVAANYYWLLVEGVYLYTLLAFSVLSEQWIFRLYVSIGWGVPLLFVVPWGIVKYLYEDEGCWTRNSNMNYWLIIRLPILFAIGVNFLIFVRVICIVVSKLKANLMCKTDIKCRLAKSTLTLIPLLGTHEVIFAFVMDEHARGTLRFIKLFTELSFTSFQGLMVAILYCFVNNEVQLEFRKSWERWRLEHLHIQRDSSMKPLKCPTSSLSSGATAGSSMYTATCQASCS
HT1080 IDH1KD tx – qHTS for induction of synthetic lethality in tumor cells producing 2HG: qHTS for the HT-1080-IDH1KD cell line | AID 686971, 2013 | hit rate 2% among 360,000 | HT-1080 IDH1 knockdown viability, ATP luminescence, 48 h | Potency, µM (highest dose often 46.1 µM), for inactives: top-dose activity, negative = toxicity, actives largely listed as cytotoxic;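 note: potency is the fitted concentration of half-maximal effect; 0% = DMSO wells and -100% = cell-free medium wells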
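Assay cells: HT-1080 with IDH1 knockdown, 750 per well, RPMI/5% FBS. Exposure: 48 h at 37 °C following 2 h pre-incubation. Read: CellTiter-Glo luminescence; fitted concentration-response, curve class assigned.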
SW480 rereplic – A quantitative high throughput screen for small molecules that induce DNA re-replication in SW480 colon adenocarcinoma cells; SW480 DNA re-replication, Hoechst DNA content imaging, 48 h; Potency, µM (top dose mostly 46.1 µM), for inactives: top-dose re-replication activation, most hits filed as activators; AID 624297, 2012; hit rate 1.8% among 340,000; note: potency is the fitted concentration of half-maximal effect; % of control where 0% means no effect; nearly all actives have a fitted effect of over 55% in size
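Readout is total intensity of Hoechst-stained nuclei, excited at 405 nm and collected at 500-530 nm. Compound treatment lasted 48 hr at 37 C in 5% CO2 before staining.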
KB-V1 cytotox – qHTS assay for MDR1-selective chemotherapeutics: Primary screen using the drug-selected MDR subline cells KB-V1. Potency, µM (titrated, usually from 46.1 µM), inactives show top-dose activity change, negative = cytotoxicity, most hits filed as cytotoxic. AID 1347076, 2019. KB-V1 MDR cells viability, CellTiter-Glo, 72 h. hit rate 3.4% among 400,000; note: potency is the fitted concentration of half-maximal effect; % is set by controls: 0 for no effect and ±100 for the full control effect; nearly all actives have a fitted effect of over 60% in size
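qHTS viability screen in drug-selected KB-V1 MDR cells: 72 h compound treatment at 37 degrees C, ATP luminescence end point.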
DRD3 antagonist – qHTS of D3 Dopamine Receptor Antagonist: qHTS. hit rate 2.5% among 360,000. max response, negative = inhibition, %. D3R cells, DiscoveRx beta-arrestin luminescence, antagonist mode; stronger effect = lower value. AID 652054, 2013; in the data active = max response below about -50%; inconclusive = no clear call, values can overlap the other calls; note: % is set by controls: 0 for no effect and ±100 for the full control effect; mostly tested at two doses, the higher about 12 µM
Target sequence (P35462 whole entry, looked up): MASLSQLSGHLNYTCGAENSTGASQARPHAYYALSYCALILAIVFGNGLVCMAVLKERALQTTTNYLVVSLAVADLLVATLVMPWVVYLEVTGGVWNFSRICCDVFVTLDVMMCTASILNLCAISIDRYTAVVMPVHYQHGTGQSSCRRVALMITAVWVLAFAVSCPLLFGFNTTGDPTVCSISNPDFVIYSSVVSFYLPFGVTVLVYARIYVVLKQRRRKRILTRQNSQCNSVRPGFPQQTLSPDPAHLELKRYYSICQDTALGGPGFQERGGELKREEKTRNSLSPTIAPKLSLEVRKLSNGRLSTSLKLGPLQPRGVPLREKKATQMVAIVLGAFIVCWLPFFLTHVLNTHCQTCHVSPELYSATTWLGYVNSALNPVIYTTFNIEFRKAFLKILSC
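Cells plated overnight at 1500 cells/well, then exposed to library compounds with dopamine controls for 90 minutes at 37 degrees C. DiscoveRx reagent added for 30–60 minutes at room temperature; luminescence read, quantitative HTS format.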
KB-3-1 cytotox – qHTS assay for MDR1-selective chemotherapeutics: Primary screen using the parental adenocarcinoma cell KB-3-1; KB-3-1 viability, CellTiter-Glo ATP luminescence, 72 h; Potency, µM (top dose mostly 46.1 µM), for the others: at the top dose activity change, negative = cytotoxic, usual class: cytotoxic; hit rate 1.4% among 400,000; note: potency is the fitted concentration of half-maximal effect; % is set by controls: 0 for no effect and ±100 for the full control effect; nearly all actives have a fitted effect of over 60% in size
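Multi-concentration cytotoxicity screen in KB-3-1 cells grown in DMEM lacking phenol red with 10% FBS. After 72 h at 37 °C with compound, ATP-dependent luminescence was recorded.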
DRD3 agonist – qHTS of D3 Dopamine Receptor Agonist: qHTS; AID 652048, 2013; D(3) dopamine receptor (Homo sapiens), P35462; D3R DiscoveRx beta-arrestin cells, luminescence, 90 min; max activation, %; hit rate 0.58% among 410,000; in the data active = max activation above about 30%; note: 0% is about no effect; mostly tested at two doses, the higher about 12 µM
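Cells at 1500/well, incubated overnight, then treated with pinned compounds (dopamine as control) for 90 min at 37 degrees C. DiscoveRx reagent added for 30 - 60 minutes at room temperature; luminescence read.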
HT1080-NT tox – qHTS for induction of synthetic lethality in tumor cells producing 2HG: qHTS for the HT-1080-NT fibrosarcoma cell line. HT-1080-NT fibrosarcoma viability, CellTiter-Glo ATP luminescence, 48 h. Potency, µM (series often up to 46.1 µM), inactives show top-dose activity, negative = less viability, usual class: cytotoxic. hit rate 1.6% among 360,000;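 note: NT is the 2HG producing partner of a matched IDH1 knockdown line; potency is the fitted concentration of half-maximal effect; 0% = DMSO-treated cells and -100% = media-only wells without cells; nearly all actives have a fitted effect of over 55% in size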
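Compounds were tested in concentration-response format on HT-1080-NT cells for 48 hours at 37 degrees C. Cell viability came from CellTiter-Glo luminescence; curves were classified by r2, response magnitude and activity.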
An asterisk follows results filed as active; u = inconclusive; x = not tested or not shown; [ ] = another dose, or the depositor's remark. Unless noted, calls come from the whole dose curve; as a rule, active = well fitted curve in the direction sought with a large enough effect; inconclusive = small, poorly fitted or top-dose-only effect, or another doubt; inactive = no such curve, though single readings can be large; an effect the other way counts as inactive or inconclusive.

#	SMILES	DRD3 antagonist	IL1B secr inh	HT1080-NT tox	GLP-1R agonist	KB-3-1 cytotox	HT1080 IDH1KD tx	SW480 rereplic	KB-V1 cytotox	DRD3 agonist
1	Cc1ccc(OCCNc2cc(N3CCN(CCO)CC3)ccc2[N+](=O)[O-])cc1C	-56.0*	u	u	-1.1%	u	u	u	u	-8.6
2	CCOC(=O)C1=NOC(CNC(=O)c2ccccc2Cl)C1 (configuration not stated)	-1.4	14.5	7.0%	-5.9%	-1.6%	5.0%	-3.2%	u	9.4
3	CCCc1cnc(N2CCN(C(=O)c3ccc(F)cc3)CC2)nc1	5.6	17.5	0.7%	-2.1%	-2.9%	0.1%	0.9%	-0.7%	-2.1
4	CCn1nccc1C(=O)Nc1nccs1	31.2	9.1	12.0%	-4.9%	-1.4%	-0.5%	-7.6%	26.0%	1.6
5	Cc1cc(C)nc(-n2ncc3c2CC(C)CC3=O)n1 (configuration not stated)	-19.6	12.7	17.9%	-0.9%	20.7%	14.7%	-18.7%	-12.9%	-11.8
6	COCCNC(=O)CCc1c(C)nc2nc(-c3cc(OC)cc(OC)c3)nn2c1C	3.8	79.2	0.9%	11.5%	-1.4%	6.0%	-3.9%	0.0%	1.4
7	C=CCNC(=O)CCCc1ccccc1	19.3	-7.2	1.4%	-10.0%	2.2%	4.8%	-2.4%	u	-2.2
8	Cc1cccc(N2C(=O)C3CCCN3C2=S)c1C (configuration not stated)	6.5	3.1	2.4%	5.7%	1.1%	14.3%	-1.4%	12.6%	2.5
9	O=C(NC(c1ccc(Cl)cc1)c1cnccn1)C1CCN(CCCc2ccccc2)CC1 (configuration not stated)	-1.2	u	u	-2.8%	-5.6%	u	x	-13.8%	-17.6
10	O=C1Nc2ccccc2C12Nc1ccccc1-c1nc3ccccc3n12 (configuration not stated)	-30.0	-22.7	-7.1%	2.3%	-8.6%	-15.4%	-3.9%	1.4%	-6.7
11	CCOC(=O)c1cnc(-n2nc(C)cc2C)nc1Oc1ccc(C#N)cc1	-17.5	14.5	13.3%	2.3%	0.0%	5.0%	-6.5%	-1.5%	4.4
12	CCc1ccccc1N1C(=O)c2ccccc2S1(=O)=O	-24.0	0.0	-2.1%	1.5%	10.9%	-1.5%	5.2%	-23.0%	-4.1
13	COc1ccc(S(=O)(=O)N2CCCC2)cc1OC	-7.8	-13.9	8.6%	8.5%	-3.5%	1.9%	-0.1%	23.5%	0.7
14	COc1ccccc1NC(=O)N1CCN(c2ccc(F)cc2)CC1	-10.7	u	16.4%	-6.2%	1.9%	1.6%	6.7%[9.22 µM]	-1.8%	-1.9
15	CCOc1ccc2[nH]c(=O)c(CN(CC3COCCO3)C(=O)c3ccc(C)cc3)cc2c1 (configuration not stated)	23.8	-28.0	5.3%	-0.7%	-3.4%	4.2%	-34.1%[inhibitor]	9.0%	10.5
16	CCN(CC)C(=O)C1CCN(c2cc(C)nc3c(-c4ccc(OC)c(OC)c4)c(C)nn23)CC1	x	x	x	0.7%	0.0%	x	x	-0.6%	8.8
17	O=C(NC1CCCC1)c1cccc(S(=O)(=O)Nc2ccccc2F)c1	-2.1	6.3	-4.7%[9.24 µM]	-1.3%	-2.7%	-3.5%	12.6%	0.0%	-0.2
18	CCCCOC(=O)CSc1nnc(-c2cc(OC)c(OC)c(OC)c2)o1	9.0	3.6	11.3%	12.6%	5.4%	1.7%	-13.7%	-1.7%	0.2
19	C[C@H]1CCC2[C@](C)(CO)[C@@H](O)CC[C@]2(C)[C@@]12CCC(CO)(CCO)O2 (some centres not stated)	-10.1	11.6	-2.6%	14.9%	4.3%	13.9%	0.5%	17.4%	11.3
20	CCCNC(=O)Cc1ccsc1	13.3	12.2	2.1%	-10.7%	7.2%	1.4%	-3.2%	-1.8%	0.2
21	Cc1nc(N)c(C#N)c(-c2cccnc2)c1C	12.9	u	-1.2%	3.6%	-4.4%	-9.5%	6.4%	0.0%	2.1
22	Cc1ccc(C(=O)NC2CCCC2)s1	6.2	-6.9	5.0%	-1.8%	5.2%	-3.7%	-6.0%	23.8%	-0.4
23	CC(C)(C)c1ccc(/C=C/C(=O)Nc2cccnc2)cc1	-2.3	-51.6*	u	10.1%	1.6%	u	-1.0%	-12.4%	3.5
24	O=C(Cn1c(C(=O)NCc2ccco2)cc2sccc21)c1ccccc1	-5.9	-10.6	-12.5%	6.2%	-18.8%	-13.8%	6.1%	-12.2%	-8.1
25	CCO[C@H]1OC(C(=O)N2CCN(C)CC2)=C[C@@H](C2CC2)[C@@H]1CCCO	-5.1	24.3	13.3%	-0.2%	9.4%	6.0%	-10.9%	18.2%	-6.0
26	COc1ccc(CCNC(=O)CSc2nc3c(c(=O)n(C)c(=O)n3C)n2C)cc1OC	69.6	5.0	1.3%	-4.3%	26.6%	-0.6%	0.5%	12.5%	-1.7
27	N#Cc1ccccc1NC(=O)C(=O)NCCCN1CCCC1=O	-23.3	0.0	2.7%	-8.4%	7.5%	1.5%	15.6%	11.1%	-11.9
28	O=S(=O)(Nc1ccc(Br)cn1)c1cccs1	10.4	65.0	8.0%	6.6%	5.2%	2.6%	-4.6%	0.0%	-3.8
29	C=CCn1c(SCC(=O)c2ccc(O)c(O)c2)nnc1-c1cccc(Cl)c1	-7.1	-6.3	-12.3%	-5.8%	-0.6%	-2.4%	u	8.4%	0.6
30	CN1C(=S)N(c2ccccc2)C(=O)/C1=C/c1cccs1	0.0	0.0	-5.6%	7.7%	-16.2%	-2.4%	36.0%	-15.2%	-3.8

Entries of single compounds, quoted from the list. Values in the order: DRD3 antagonist	IL1B secr inh	HT1080-NT tox	GLP-1R agonist	KB-3-1 cytotox	HT1080 IDH1KD tx	SW480 rereplic	KB-V1 cytotox	DRD3 agonist
Profile of `CCO[C@H]1OC(C(=O)N2CCN(C)CC2)=C[C@@H](C2CC2)[C@@H]1CCCO` : -5.1	24.3	13.3%	-0.2%	9.4%	6.0%	-10.9%	18.2%	-6.0
Profile of `Cc1ccc(C(=O)NC2CCCC2)s1` : 6.2	-6.9	5.0%	-1.8%	5.2%	-3.7%	-6.0%	23.8%	-0.4

(cont.)
#	SMILES	DRD3 antagonist	IL1B secr inh	HT1080-NT tox	GLP-1R agonist	KB-3-1 cytotox	HT1080 IDH1KD tx	SW480 rereplic	KB-V1 cytotox	DRD3 agonist
31	Cc1cc(C)cc(N(CC(=O)NCc2ccc(F)cc2)C(=O)c2snc(C(N)=O)c2N)c1	10.4	4.1	-10.2%	5.2%	-4.5%	-17.1%	u	-15.6%	22.2
32	COc1cc(C)nc(N2CCCC(C(=O)Nc3ccccc3Br)C2)n1 (configuration not stated)	30.0	51.4	0.2%	-0.9%	1.5%	5.8%	-10.4%	0.2%	1.8
33	Cc1cc(Oc2ccccc2F)nc(NCc2ccccc2)n1	21.4	-1.2	-6.1%	-2.4%	u	-18.3%	u	u	1.4
34	CCCn1c(CN2CCCCC2CC)nc2c1c(=O)n(C)c(=O)n2C (configuration not stated)	0.0	-13.6	-3.0%	0.1%	-7.7%	0.4%	-14.7%	11.4%	-6.1
35	CCC(CC)c1nnc(NC(=O)CN2C(=O)c3ccccc3C2=O)s1	-15.6	10.0	25.3%	-1.0%	9.0%	5.1%	-25.1%	7.9%	-8.5
36	CNc1ccccc(C(=O)/C=C/c2ccccc2OC)c1=O	0.0	-104.2*	-9.8%	-24.8%	u	-21.6%	u	14.6µM*	7.7
37	O=C(Nc1cccc(S(=O)(=O)N2CCCCCC2)c1)C1CCC1	18.9	-5.4	6.3%	-0.6%	0.2%	1.7%	1.6%	-24.7%	7.7
38	COc1cc(/C=C\C(=O)NCc2ccc3[nH]c(C)cc3c2)cc(OC)c1OC	-15.7	-25.4	0.4%	-8.2%	0.0%	-3.5%	-4.0%	-2.8%	-13.7
39	O=C(Nc1c(C(=O)c2ccccc2)oc2ccccc12)c1ccc(F)cc1	x	x	x	0.6%	-3.6%	x	x	0.7%	3.1
40	O=C(Cn1c(=O)n(Cc2ccc(F)cc2)c(=O)c2sc3ccccc3c21)NCc1ccccc1	x	x	x	-1.3%	17.4%	x	x	-7.0%	-7.4
41	CC(=O)NS(=O)(=O)c1ccc(NC(=O)c2ccccn2)cc1	15.3	39.6	7.5%	-2.0%	11.5%	12.2%	u	u	-5.2
42	CC(C)(C)NC(=O)CN(C(=O)c1snc(C(=O)NC2CCCCC2)c1N)c1ccc(F)cc1	-25.7	-10.1	-1.1%	4.2%	-2.9%	-10.2%	u	-5.9%	-11.6
43	Cc1cccc(NC(=O)Nc2nnc(N3CCCCC3C)s2)c1C (configuration not stated)	-8.6	11.2	1.9%	-1.6%	9.5%	9.9%	-20.5%	16.0%	4.2
44	Clc1cccc(OCCn2ccnc2)c1	-5.7	-3.2	-8.9%	0.5%	-1.0%	-10.1%	-1.1%	-4.9%	2.7
45	Cc1cccc(N2CCN(C(=O)c3ccc(NC(=O)C4CCCO4)cc3)CC2C)c1 (configuration not stated)	14.5	-13.7	3.4%	-4.1%	5.2%	2.8%	-23.6%	-10.2%	4.9
46	CCNC(=O)CN(c1ccc(CC)cc1)S(C)(=O)=O	-14.0	-0.8	1.7%	-4.9%	-4.0%	-1.4%	-3.7%	10.4%	-2.9
47	CC(C)NC(=S)N(C)C1(c2ccccc2Cl)CCCCC1=O (configuration not stated)	-2.0	7.4	6.2%	8.3%	-5.5%	4.6%	-0.3%	0.0%	10.4
48	CCCc1nnc(NC(=O)CCCN2C(=O)c3ccccc3C2=O)s1	-0.5	19.0	15.4%	8.1%	-0.3%	20.5%	-0.6%	5.1%	-3.7
49	Cc1ccccc1-n1c(C)nnc1SCC(=O)N1CCc2ccccc2C1	1.1	0.9	1.4%	-1.9%	5.1%	-0.1%	0.5%	6.51µM*	-4.1
